Pf apPOL inh = Pf-apPOL inhibitors, biochemical, fluorescence. Plasmodium falciparum apicoplast DNA polymerase (apPOL). Recombinant Pf-apPOL, molecular beacon fluorescence, 1.5 h. inhibition, % at 10 µM. 210,000 compounds, 0.25% hits
mHTT CaM bind = mutant huntingtin-calmodulin interaction inhibitors – biochemical, AlphaScreen, primary screen; P42858; AlphaScreen His-mHTT/GST-CaM binding, luminescence; inhibition, % at 15 µM; 190,000 compounds, 3.6% hits; AID 1671202, 2021;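 note: 0% = both proteins with DMSO and 100% = one protein alone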
Starred values were filed as active, the others as inactive; nt = not tested or not shown; & = joins results of further samples. Cut-off read from the data, not from the text of the source: active = inhibition above about 50%; inactive = the rest. These rows are one share of the data (hit frequency here may not be typical).

SMILES	Pf apPOL inh	mHTT CaM bind
CCOC(=O)C1CCCN(C(=O)c2cnn(-c3ccccc3)c2C)C1 (configuration not stated)	-17	2
COc1ccc(N2C(=O)c3ccccc3CC2(C)C(=O)NCc2cccc(OC)c2)cc1 (configuration not stated)	0	-8
O=C1C2C3c4ccccc4C(c4ccccc43)C2C(=O)N1c1ccc2c(c1)OCO2 (configuration not stated)	1	5
O=C(Nc1c(Cl)cccc1Cl)c1cc(-c2ccc3c(c2)OCO3)on1	0	-1
N#CC1=C(N)Oc2c(oc(CO)cc2=O)C1c1ccccc1[N+](=O)[O-] (configuration not stated)	-2	9
O=C1OC(c2cccc(Br)c2)=N/C1=C\c1ccccc1	-6	1
O=C(Nc1ccc(F)cc1)C(C1CCCC1)N1CCN(C(=O)c2ccccc2)CC1 (configuration not stated)	-2	13
CCCN1CCN(C2CCN(C(=O)c3cc(OC)cc(OC)c3)CC2)C1=O	-4	13
COc1ccc(NC(=O)COc2ccc([N+](=O)[O-])cc2)c(OC)c1	-8	-2
FC(F)(F)c1cccc(-n2nnnc2-c2nc3ccccc3[nH]2)c1	-6	-20
Cn1c(CNC(=O)C2CCC2)nc2c1CN(C(=O)Cc1ccsc1)CC2	-5	5
COc1ncccc1CN(C)C(=O)c1sccc1C	2	-4
COc1ccc(NC(=O)CN(c2ccc(C)cc2)S(=O)(=O)c2ccc(C)cc2)c(OC)c1	0	7
COc1cc(/C=C2/SC(=Nc3ccc(O)cc3)NC2=O)ccc1O	-7	31
S=c1[nH]nc(-c2cccc(Br)c2)n1-c1ccccc1	nt	-3
Cc1cccc(N2CCN(C(=O)c3ccccc3I)CC2)c1C	0	9
CC(C)c1ccc(NC(=O)c2ccc3c(c2)C(=O)N(CC2CCCO2)C3=O)cc1 (configuration not stated)	7	-2
Cc1ccc(NS(=O)(=O)c2ccc3[nH]cc(C(=O)N4CCOCC4)c(=O)c3c2)c(C)c1	-12	-4
COc1cc(NS(=O)(=O)c2ccc(N/C=C/C(=O)c3cccs3)cc2)nc(OC)n1	1	22
CN1CCN(C(=O)C2CCc3sc(C(=O)N4CCCCCC4)cc3C2)CC1 (configuration not stated)	0	0
CC1CCN(C(=O)c2cc3n(n2)C(C(F)(F)F)CC(c2ccccc2)N3)CC1 (configuration not stated)	4	13
COc1ccc(CNC(=O)C(C)N(c2ccccc2)S(C)(=O)=O)cc1 (configuration not stated)	-1	1
O=C1C(c2cccs2)N(Cc2ccc3c(c2)OCO3)C(=O)CN1c1ccccc1 (configuration not stated)	4	-5
Cc1cc(NC(=O)c2ccc(Cl)cc2Cl)ccc1NC(=O)c1ccccc1	-3	-1
COc1ccc(Cl)cc1/C=C1/C(=O)N(c2cccc(C(=O)O)c2)N=C1C	-2	10
Cc1cc(NC(=O)c2ccc(S(=O)(=O)N(C)C)cc2)n(-c2nc(C)c(C)c(=O)[nH]2)n1	1	-8
CC12c3ccccc3C(c3ccccc31)C1C(=O)N(c3ccccc3[N+](=O)[O-])C(=O)C12 (configuration not stated)	3	27
COc1ccc(CCNc2nc(-c3ccco3)cc(C(F)(F)F)n2)cc1OC	-5	4
Cc1cc(NC(=O)/C=C/c2ccccc2)nc2c1c(=O)oc1ccccc12	6	4
COc1cccc(-c2cc(C(=O)NCc3ccncc3)n(C)n2)c1	-4	-2
O=C1CCC(C(=O)N(c2ccccc2)C2(C(=O)NC3CCCC3)CCCCC2)N1 (configuration not stated)	-4	1
O=C(NCc1ccccc1)C1CC(c2ccccc2)CN(C(=O)C2CC2)C1 (configuration not stated)	-7	15
CC(C)CN1C(=O)C(CC(=O)N2CCCC2)Sc2ncccc21 (configuration not stated)	2	-4
C=CCn1c(SCC(N)=O)nc2sc(CC)cc2c1=O	-9	-2
Cc1ccc2nc(N3CCC(C(=O)NCCC(C)C)CC3)[nH]c2c1	-11	-9
COc1cccc(NC(=O)CSC2=Nc3ccccc3C3=NC(c4ccccc4)C(=O)N23)c1 (configuration not stated)	9	41
CC1=C(C(=O)Nc2ccc(C)cc2)C(c2ccccc2)n2ncnc2N1 (configuration not stated)	10	1
COc1ccccc1NCN1C(=O)S/C(=C\c2cccc([N+](=O)[O-])c2)C1=O	-1	4
O=C(NC1CC1)c1cccc(N2CCNC(c3ccccc3)C2)n1 (configuration not stated)	-11	1
O=C(O)c1cc(-c2ccco2)nc2ccccc12	8	nt
O=C(Nc1cccc(C(F)(F)F)c1)c1ccc2c(c1)OCCO2	-3	-7
O=C(Nc1cccc(Br)c1)c1csc2c1CCCC2	-2	-42
O=C(NCC1CC1)c1ccnc(N2CCNC(c3ccccc3)C2)c1 (configuration not stated)	1	7
Cc1c(C)n2c(SCCC(C)C)nnc2[nH]c1=O	0	-6
NS(=O)(=O)c1ccc(NC(=O)c2ccccc2[N+](=O)[O-])cc1	-7	21
COc1ccc(Br)cc1C1=N/C(=C/c2cccc(F)c2)C(=O)O1	-5	-3
CC1CCCN(c2nn(CC(=O)Nc3ccc(F)cc3)c(=O)c3ccccc23)C1 (configuration not stated)	0	19
O=C(Nc1ccccc1C(=O)Nc1ccccc1)c1ccccn1	-1	2
CNC(=O)N1CCCC(c2cccc(C(=O)N3CCN(c4cccc(OC)c4)CC3)c2)C1 (configuration not stated)	-8	3
Cc1ccc(NC(=O)CSc2cn(CCNC(=O)c3ccc(F)cc3)c3ccccc23)c(C)c1	-1	1
O=C(C1CCCO1)N1CCN(Cc2ccc3c(c2)OCO3)CC1 (configuration not stated)	-3	0
O=C(Nc1ccc2c(c1)OCC1CCCN21)C1=Cc2ccccc2OC1 (configuration not stated)	-8	nt
COc1c(Cl)cc(C(=O)Nc2cccc(C)c2)cc1Cl	-3	-8
COCCCNC(=S)NN=Cc1ccc(OC)c(Br)c1	-1	nt
Nc1ccc(F)cc1-c1nc2ccccc2[nH]c1=O	0	18
CCOc1ccc(C(=O)Nc2ccc(I)cc2Cl)cc1[N+](=O)[O-]	1	4
Cc1cc(Br)ccc1OCC(=O)N1CCc2ccccc2C1	0	-17
Cc1[nH]c2ccccc2c1CN1CCc2ccccc2C1	-5	62*
CC(=O)Nc1ccc(C(=O)Nc2ccc(O)cc2)cc1	-1	-5
CC(C)c1nccn1CC1CCN(C(=O)CN2C(=O)c3ccccc3C2=O)CC1	-7	-7
Next results:
SMILES	Pf apPOL inh	mHTT CaM bind
COc1cn(CC(=O)Nc2cccc(C)c2C)c(CSc2ccc(Cl)cc2)cc1=O	-2	-6
CCc1ccc(C(=O)N2CCN(c3ccc([N+](=O)[O-])cc3)CC2)cc1	14	18
c1ccc2c(CN3CCN(Cc4ccc5c(c4)OCO5)CC3)c[nH]c2c1	-4	nt
CC[n+]1c(/C=C/c2c[nH]c3ccccc23)ccc2cc(C)ccc21	-4	46
COc1ccc(-n2ncc(C(=O)NCc3ccc4c(c3)OCO4)c2C)cc1	-34	nt
CCC(=O)Nc1cccc(-c2noc(C3CCN(C(=O)c4ccc(C(C)C)cc4)CC3)n2)c1	-1	11
Cc1sc2ncnc(SCC(=O)c3cccs3)c2c1C	6	1
O=C(Nc1cnc(N2CCOCC2)nc1)c1ccccc1F	-2	0
COc1ccc(-n2nc3c(c2NC(=O)c2ccc(C)c([N+](=O)[O-])c2)CSC3)cc1	-8	3
CCc1ccc(NC(=O)c2ccc(-n3nc(N4CCCC4)ccc3=O)cc2)cc1	-5	0
Clc1cc(Br)ccc1OCCCN1CCCC1	-4	-3
CC(C)N1C(=O)c2cccnc2Sc2cc(C(=O)NC3CCCC3)ccc21	0	41
Cc1cc(O)cc(C)c1NC(=O)c1ccc([N+](=O)[O-])cc1	-3	-3
O=C(CSc1n[nH]c(=O)n1-c1cccc(F)c1)Nc1cc(Cl)cc(Cl)c1	-3	nt
Cc1ccccc1-n1nc2c(c1NC(=O)c1ccc(S(=O)(=O)N(C)C)cc1)CS(=O)(=O)C2	-2	0
Cc1noc(C)c1C1CCCN1C(=O)c1cnn2c(C(F)(F)F)cc(-c3ccco3)nc12 (configuration not stated)	0	-6
COc1ccc(-c2coc3cc(O)ccc3c2=O)cc1OC	-5	-4
COc1cccc2cc(C(=O)NC(C)=O)c(=Nc3ccccc3F)oc12	-4	0
O=c1c2ccccc2c(-c2ccc(F)cc2)nn1CCO	-4	nt
COc1ccc(N(C(=O)C23CC4CC(CC(C4)C2)C3)C2C=CS(=O)(=O)C2)c(OC)c1 (configuration not stated)	-8	27
CCc1nnc(NC(=O)CSc2nc(C(F)(F)F)cc(C)c2C#N)s1	-2	-8
COc1ncccc1C(=O)Nc1ccccc1Cl	-8&4	nt
COc1cc(/C=C2\C(=O)N(c3ccc(C(=O)O)cc3)N=C2C(F)(F)F)ccc1OCC(C)C	0	74*
Cc1ccc(CNC(=O)c2c[nH]n3c(=O)cc(C)nc23)cc1	-4	6
COc1ccccc1CNS(=O)(=O)c1cc(Br)cc2c1N(C(C)=O)CC2	-5	3
COC(=O)C(C#N)=Cc1ccccc1N1CCN(Cc2ccccc2)CC1	-11	nt
COC(=O)c1c(NC(=O)/C=C/C(=O)O)sc2c1CCC2	nt	2
Cc1ccc(CC2SC(=Nc3ccccc3)NC2=O)cc1 (configuration not stated)	-1	-2
COc1cc(C(CCN2CCN(c3ccccc3)CC2)c2c(OC)cc(OC)c3ccc(=O)oc23)cc(OC)c1OC (configuration not stated)	-2	90*
Cc1ccc(-c2cnc(N3CCCC(C(=O)NC4CC4)C3)nc2)cc1 (configuration not stated)	1	-8

An excerpt from above in order of molar mass, highest first:
SMILES	Pf apPOL inh	mHTT CaM bind
COc1cc(C(CCN2CCN(c3ccccc3)CC2)c2c(OC)cc(OC)c3ccc(=O)oc23)cc(OC)c1OC (configuration not stated)	-2	90*
Cc1ccccc1-n1nc2c(c1NC(=O)c1ccc(S(=O)(=O)N(C)C)cc1)CS(=O)(=O)C2	-2	0
COc1cc(/C=C2\C(=O)N(c3ccc(C(=O)O)cc3)N=C2C(F)(F)F)ccc1OCC(C)C	0	74*
Cc1noc(C)c1C1CCCN1C(=O)c1cnn2c(C(F)(F)F)cc(-c3ccco3)nc12 (configuration not stated)	0	-6
COc1ccccc1CNS(=O)(=O)c1cc(Br)cc2c1N(C(C)=O)CC2	-5	3
COc1ccc(N(C(=O)C23CC4CC(CC(C4)C2)C3)C2C=CS(=O)(=O)C2)c(OC)c1 (configuration not stated)	-8	27
O=C(CSc1n[nH]c(=O)n1-c1cccc(F)c1)Nc1cc(Cl)cc(Cl)c1	-3	nt
CCc1nnc(NC(=O)CSc2nc(C(F)(F)F)cc(C)c2C#N)s1	-2	-8
COc1cccc2cc(C(=O)NC(C)=O)c(=Nc3ccccc3F)oc12	-4	0
Cc1ccc(-c2cnc(N3CCCC(C(=O)NC4CC4)C3)nc2)cc1 (configuration not stated)	1	-8
COc1ccc(-c2coc3cc(O)ccc3c2=O)cc1OC	-5	-4
Cc1ccc(CC2SC(=Nc3ccccc3)NC2=O)cc1 (configuration not stated)	-1	-2
COC(=O)c1c(NC(=O)/C=C/C(=O)O)sc2c1CCC2	nt	2
Cc1cc(O)cc(C)c1NC(=O)c1ccc([N+](=O)[O-])cc1	-3	-3
COc1ncccc1C(=O)Nc1ccccc1Cl	-8&4	nt

(list continues)
SMILES	Pf apPOL inh	mHTT CaM bind
Cc1cc(-c2ccco2)c(C#N)c(N)n1	-4	0
COc1ccc(CN2CCCC2c2c(C)noc2C)cc1Br (configuration not stated)	-1	-22
CCOc1ccc(S(=O)(=O)N=C2C=C(Nc3ccc(OC)cc3)C(=O)c3ccccc32)cc1	0	89*
CCn1cc(-c2csc(N)n2)cn1	nt	-1
C=CCn1c(NC(C)=O)c(S(=O)(=O)c2ccccc2)c2nc3ccccc3nc21	1	1
CCOc1ccc(CN2CCN(S(=O)(=O)c3ccc(NC(C)=O)cc3)CC2)cc1OC	-9	25
CC(C)OCCCN1COc2ccc3c(=O)c(-c4ccc(Cl)cc4)coc3c2C1	-33	-1
O=C(CN1CCN(CC(=O)Nc2nccs2)CC1)Nc1nccs1	nt	-8
Cc1ccc(NC(=O)C2CCN(S(=O)(=O)c3cccs3)CC2)cc1F	-3	-10
CCCCCCCCOc1ccc(C(=O)O)cc1	-5	nt
COc1ccc(Cl)cc1NC(=O)CSCc1ccco1	-5&1	nt
COc1ccc(C2CCCN2C(=O)c2ccccc2F)cc1 (configuration not stated)	-4	-4
COc1ccc(C(=O)Nc2cccc(NC(=O)c3ccc(Cl)cc3Cl)c2)cc1	0	4
Cc1cccc(-c2noc(-c3ccc(=O)n(Cc4cccnc4)c3)n2)c1	-1	-1
CCCOc1cn(-c2ccc(F)cc2)nc1C(=O)N1CCC(C(=O)OCC)CC1	-14	-9
CC(C)c1ccc(NC(=O)c2cc(S(=O)(=O)NCc3ccc(F)cc3)ccc2F)cc1	-1	7
CC1CCCCN1S(=O)(=O)c1ccc(NC(=O)c2ccccc2[N+](=O)[O-])cc1 (configuration not stated)	-7	11
Cc1nc([N+](=O)[O-])c(Sc2nc3ncc(Cl)cc3[nH]2)n1Cc1ccccc1	0	6
Cc1cc(N2CCC(NC(=O)Nc3ccc(F)cc3)C2=O)ccc1F (configuration not stated)	-4	-6
COc1ccc(C2C=C(c3ccc(I)cc3)Nc3nnnn32)cc1OC (configuration not stated)	-4	4
C=CCNC(=O)c1oc2ccc(S(=O)(=O)N3CCCCCC3)cc2c1C	-10	-6
CC(C)CCn1nc(-c2nc(-c3cccc(Cl)c3)no2)ccc1=O	-1	-23
O=C(Nc1nnc(C2CCCCC2)o1)c1ccc(Cl)s1	-49	36
COc1ccc(-c2cc(COC(=O)c3cc(Cl)ccc3OC)no2)cc1OC	0	10
CN1CCCN(Cc2cccc(F)c2)CC1	-2	-5
CCOc1ccc(C(=O)Nc2cccc(-c3nc4ncccc4o3)c2C)cc1Cl	-4	-5
Cc1cc2c(c(C)c1Br)C(c1ccc3c(c1)OCO3)CC(=O)O2 (configuration not stated)	-2	1
CCOC(=O)c1sc2sc(C(=O)c3ccc(Cl)cc3)c(C)c2c1C	-10	nt
Cc1cc2c(cc1C)C1c3ccccc3C2C2C(=O)C=CC(=O)C12 (configuration not stated)	5	2
CC(Oc1ccc(-c2cnc3ccccc3n2)cc1)C(=O)N1CCN(C)CC1 (configuration not stated)	0	-2
Cc1ccccc1NC(=O)C1Cc2ccccc2C(=O)O1 (configuration not stated)	-7	-2

Source: PubChem
